Source: PubChem BioAssay
KB-V1 cytotox: kills drug-selected multidrug resistant KB-V1 cells. KB-V1 MDR cells viability, CellTiter-Glo, 72 h. Potency, µM (highest dose often 46.1 µM), inactives show top-dose activity change, negative = cytotoxicity, actives largely listed as cytotoxic. actives 3.4% (n = 400,000); also: potency is read from the fitted curve at half-maximal effect; % is scaled to controls: 0 for no effect and ±100 for the full control effect; nearly all actives have a fitted effect of over 60% in size
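Potencies derive from concentration-effect curves fitted to normalized luminescence (CellTiter-Glo) of KB-V1 cells treated for 72 h at 37 degrees C in phenol-red-free DMEM containing 10% FBS.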
DRD3 antagonist: blocks the human D3 dopamine receptor. max response, negative = inhibition, %. P35462. D3R cells, DiscoveRx beta-arrestin luminescence, antagonist mode; active compounds read low. actives 2.5% (n = 360,000); in the data active = max response below about -50%; inconclusive = no clear call, values can overlap the other calls; also: % is scaled to controls: 0 for no effect and ±100 for the full control effect; mostly tested at two doses, the higher about 12 µM
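Cells plated overnight at 1500 cells/well, then exposed to library compounds with dopamine controls for 90 minutes at 37 degrees C. DiscoveRx reagent added for 30–60 minutes at room temperature; luminescence read, quantitative HTS format.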
TDP-43 yeast inh: inhibitors of TDP-43 toxicity in yeast. TDP-43 expressing yeast growth rescue, BacTiter-Glo, 24 h. actives 1.8% (n = 410,000). Potency, µM (highest dose often 46.1 µM), without a hit: top-dose growth rescue (activation), actives largely listed as activators; also: potency is read from the fitted curve at half-maximal effect; % of control where 0% means no effect; nearly all actives have a fitted effect of over 50% in size
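Cell-based yeast growth screen: TDP-43 expression induced in galactose, inoculum OD600=0.02 after raffinose pregrowth to mid-log. Read-out BacTiter-Glo luminescence at 24 hr, 30 deg C; inhibition of toxicity seen as signal increase.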
GLP1R ag: activates the human GLP-1 receptor; P43220; HEK293 GLP-1R CRE-luciferase, luminescence, 4-6 h; cells express a hypersensitive GLP-1R form; Potency, µM (highest dose often 45.6 µM), inactives show at the top dose activation, hits mostly activators; actives 0.007% (n = 380,000); also: potency is read from the fitted curve at half-maximal effect; % of control where 0% means no effect
Target sequence (P43220 whole entry, looked up): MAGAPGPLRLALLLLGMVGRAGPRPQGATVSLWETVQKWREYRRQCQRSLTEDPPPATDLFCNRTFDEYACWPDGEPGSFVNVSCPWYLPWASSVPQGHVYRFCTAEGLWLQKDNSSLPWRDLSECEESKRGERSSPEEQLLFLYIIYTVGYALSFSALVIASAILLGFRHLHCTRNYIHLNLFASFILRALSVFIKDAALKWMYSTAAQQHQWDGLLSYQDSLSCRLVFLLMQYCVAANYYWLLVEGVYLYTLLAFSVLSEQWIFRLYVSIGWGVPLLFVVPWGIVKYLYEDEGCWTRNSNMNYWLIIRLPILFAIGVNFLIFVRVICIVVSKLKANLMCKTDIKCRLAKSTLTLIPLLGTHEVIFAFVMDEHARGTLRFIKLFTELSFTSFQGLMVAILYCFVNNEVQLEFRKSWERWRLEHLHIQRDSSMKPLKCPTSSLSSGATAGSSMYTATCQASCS
D3 ag: D3 dopamine receptor (human) agonism. P35462. D3R DiscoveRx beta-arrestin cells, luminescence, 90 min. max activation, %. actives 0.58% (n = 410,000); in the data active = max activation above about 30%; also: 0% is about no effect; mostly tested at two doses, the higher about 12 µM
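Agonist mode: compounds and dopamine controls were applied to plated cells for 90 min at 37 degrees C after an overnight attachment at 1500 cells/well. Luminescent read-out followed 30 - 60 minutes at room temperature with DiscoveRx detection reagent.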
aSyn rescue: inhibitors of alpha-synuclein toxicity in yeast. Potency, µM (top dose mostly 46.1 µM), for the others: top-dose growth rescue (activation), usual class: activators. actives 0.14% (n = 370,000). AID 652106. Yeast expressing alpha-synuclein, growth rescue, BacTiter-Glo, 24 h; also: potency is read from the fitted curve at half-maximal effect; % of control where 0% means no effect; nearly all actives have a fitted effect of over 65% in size
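Galactose-induced alpha-syn yeast (OD600=0.02, raffinose-pregrown) + pinned cpd, 24 hr, 30 deg C; growth by BacTiter-Glo luminescence. Growth restoration scores as activation.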
PTHR1 ag: activates the human parathyroid hormone receptor PTHR1 | AID 743266 | HEK293 GP2 PTHR1 cells, GloSensor cAMP luminescence, 1 h | actives 0.075% (n = 410,000) | Q03431 | Potency, µM (titrated, usually from 115 µM), without a hit: at the highest dose activation, most hits filed as activators; also: potency is read from the fitted curve at half-maximal effect; nearly all actives have a fitted effect of over 55% in size; some results filed as inactive show a strong effect at the top dose; inactives centre near -15; many of its hits are not listed in these tables
Target sequence (Q03431 whole entry, looked up): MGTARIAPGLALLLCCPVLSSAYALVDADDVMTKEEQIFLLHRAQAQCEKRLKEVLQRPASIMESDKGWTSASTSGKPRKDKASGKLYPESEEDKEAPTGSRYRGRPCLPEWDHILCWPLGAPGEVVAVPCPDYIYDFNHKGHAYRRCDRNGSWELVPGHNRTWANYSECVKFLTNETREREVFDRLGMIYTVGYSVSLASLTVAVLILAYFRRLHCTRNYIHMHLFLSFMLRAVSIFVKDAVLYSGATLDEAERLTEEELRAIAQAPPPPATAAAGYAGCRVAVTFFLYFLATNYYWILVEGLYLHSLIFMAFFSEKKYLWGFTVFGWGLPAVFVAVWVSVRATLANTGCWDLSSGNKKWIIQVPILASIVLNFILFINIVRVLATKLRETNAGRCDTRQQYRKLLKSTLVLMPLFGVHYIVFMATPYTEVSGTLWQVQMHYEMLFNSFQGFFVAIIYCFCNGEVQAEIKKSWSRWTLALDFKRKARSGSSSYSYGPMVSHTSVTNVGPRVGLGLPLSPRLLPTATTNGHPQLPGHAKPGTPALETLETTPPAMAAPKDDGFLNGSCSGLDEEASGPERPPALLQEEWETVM
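HEK-293-derived GP2 cells expressing PTHR1 and a GloSensor cAMP reporter, 3,000/well, plated overnight, given luciferin plus IBMX (each 0.5 mM as added) for 1 h at 37 °C, then compound for 1 h at 37 °C. Luminescence was read after 15 min at room temperature.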
GLP1R cytotox: cytotoxicity counter-screen for GLP-1 receptor inverse agonists. HEK293 cAMP-luciferase reporter cells, luminescence, 24 h. Potency, µM (highest dose often 38.3 µM), inactives show at the highest dose activity change, negative = inhibition, actives largely listed as inhibitors. actives 0.13% (n = 410,000). AID 624418;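 also: loss of luciferase light is scored as toxicity; potency is read from the fitted curve at half-maximal effect; % is scaled to controls: 0 for no effect and ±100 for the full control effect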
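MLSMR compounds, 24 hr on cells at 37 deg C/5% CO2; luminescence after luciferase reagent (12 min RT). Inhibition counted as the undesired cytotoxic outcome.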
GLP-1R inv ag: acts as inverse agonist at human GLP-1 receptor; Potency, µM (doses to about 38.3 µM), for inactives: top-dose activity change, negative = inhibition, actives largely listed as inhibitors; AID 624417; HEK293 GLP-1R CRE-luciferase, luminescence, 24 h; GLP-1R form is constitutively active; P43220; actives 1.6% (n = 410,000); also: potency is read from the fitted curve at half-maximal effect; % is scaled to controls: 0 for no effect and ±100 for the full control effect; nearly all actives have a fitted effect of over 55% in size
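GLP-1R inverse agonism mode: basal reporter luminescence in engineered HEK293 cells measured after one day of compound exposure at 37 deg C, with a 12 min room-temperature detection step.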
Active calls of the source: *; i = inactive; ? = inconclusive; · = no result given; [ ] = remark or other dose. Unless noted, calls follow the shape of the dose curve; as a rule, active = well fitted curve in the direction sought with a large enough effect; inconclusive = small, poorly fitted or top-dose-only effect, or another doubt; inactive = no such curve, though single readings can be large; an effect the other way counts as inactive or inconclusive. Not all compounds are listed; rates above refer to the full screens.

SMILES	KB-V1 cytotox	DRD3 antagonist	TDP-43 yeast inh	GLP1R ag	D3 ag	aSyn rescue	PTHR1 ag	GLP1R cytotox	GLP-1R inv ag
O=C(CN1C(=O)c2ccccc2C1=O)NCC(=O)OCC(=O)c1ccc(Cl)cc1	9%	-5	0%	-8%	1	0%	i	10%	12%
CCOC(=O)C1(C)NC(c2ccccc2F)C2C(=O)N(c3cccc(C(C)=O)c3)C(=O)C21 (stereo not drawn)	-2%	1	6%	13%	-2	-5%	-24%[57.5 µM]	8%	-20%
CC(C)(C)c1cc(C(=O)NCc2ccccc2)ccn1	?	17	?	3%	1	-7%	i	1%	0%
Cc1cc(C)c(C(=O)/C=C/c2cccs2)c(=O)[nH]1	?	-23	6%	-7%	-6	13%	-4%	-10%	?
CC(C)NC(=O)c1ccc2sc([C@@H]3O[C@H](CO)[C@H](O)[C@H](O)[C@H]3O)nc2c1	3%	-7	15%	-2%	-9	?	i	8%	17%
CSc1ccc(NC(=O)Nc2ccccc2C(N)=O)cc1	-9%	-3	-4%	0%	2	-11%	-35%[inhibitor]	8%	-15%
Cn1c(=NC(=O)c2ccco2)sc2cccc(F)c21	22%	-1	14%	13%	-3	0%	-23%	1%	19%
CC(=O)c1ccc(NC(=O)c2ncn(-c3ccccc3)n2)cc1	-3%	·	?	·	-5	·	-4%	-6%	0%
Cc1ccc(C(=O)N2CCN(Cc3ccc4c(c3)OCO4)CC2)c(Cl)c1	-9%	-86*	-18%[1.82 µM]	8%	-24	2%	-27%	8%	6.3µM*
CCOC(=O)c1c(-c2cccs2)csc1NC(=O)CC(C)C	0%	-1	-6%	1%	-2	6%	-1%[57.5 µM]	3%	?
CN1CCC(OC(=O)c2ccccc2Cl)CC1	4%	-10	-29%	-3%	-15	-4%	-11%	25%	?
CC(=O)c1cccc(NC(=O)CC(c2ccc(C)cc2)N2Cc3ccccc3C2=O)c1 (stereo not drawn)	?	·	2%	9%	-4	-3%	i	-19%	-7%
NC(=O)[C@@H]1CCCN1Cc1nc(-c2ccccc2)no1	?	43	·	11%	9	-1%	i	-4%	-9%
CCCCN(CCCC)CC(O)COc1ccccc1C(=O)Nc1ccccc1 (stereo not drawn)	-7%	9	-5%	10%	-2	-3%	i	?	?
CCOC(=O)C[C@H]1c2ccccc2S(=O)(=O)N1Cc1cc(OC)c(OC)c(OC)c1	?	5	2%	12%	-2	0%	-15%	1%	7%
CCCOc1ccc(C(=O)NCC(c2ccco2)N(C)C)cc1OC (stereo not drawn)	2%	-19	-13%	0%	-21	-1%	-16%	3%	?
CCCN=Cc1c(CCC)[nH]n(-c2nc3ccccc3s2)c1=O	-19%	-14	2%	28%	-3	-3%	-18%[57.5 µM]	-15%	-3%
CN(C)S(=O)(=O)N(CC(=O)N1CCN(c2ccccc2)CC1)c1ccccc1	4%	10	10%	-2%	4	-1%	i	13%	-6%
COc1ccc2[nH]c(C)c(CCN3C(=O)OC(C)(C)C3(C)O)c2c1 (stereo not drawn)	-5%	-3	4%	5%	2	2%	i	-6%	-2%
O=C(NCc1ccncc1)c1cc(C(=O)C2CC2)c[nH]1	-6%	-16	4%	-4%	5	-2%	-4%	1%	12%
O=C1c2cccc3cccc(c23)C(=O)N1c1ccncc1	-4%	-2	-9%	-8%	0	-5%	-17%	-7%	14%
NC(=O)c1oc2ccccc2c1NC(=O)c1ccccc1	?	-7	?	6%	-2	8%	-22%	24%	-13%
COC(=O)[C@@]1(C)[C@H]2C(=O)N(C)C(=O)[C@H]2[C@H]2CN=C(SCc3ccccc3)N21	-5%	22	18%	0%	14	8%	-24%	-8%	7%
C=CCn1c(SCC(N)=O)nnc1-c1cccc(Br)c1	-15%	2	15%	-19%	-4	?	i	23%	0%
O=C(Cn1nnc2ccccc21)OCC(=O)c1ccccc1	12%	-16	-12%	-9%	-6	-3%	-13%[57.5 µM]	8%	-9%
SMILES	KB-V1 cytotox	DRD3 antagonist	TDP-43 yeast inh	GLP1R ag	D3 ag	aSyn rescue	PTHR1 ag	GLP1R cytotox	GLP-1R inv ag
CC1(C)c2ssc(=S)c2-c2ccccc2N1C(=O)c1ccco1	?	-21	-2%	-10%	-5	-2%	-2%[57.5 µM]	-31%	-30%
O=C(NCC(c1ccco1)N1CCCC1)c1ccc(-n2cccn2)cc1 (stereo not drawn)	2%	-2	-5%	10%	-6	1%	i	-1%	1%
CCN(CC)C(=O)C1CCCN(C(=O)c2cc(COc3cccc(OC)c3)on2)C1 (stereo not drawn)	·	3	13%	0%	-6	1%	-18%	-3%	-5%
COC(=O)c1c(NC(=S)Nc2ccc(CC(=O)O)cc2)sc(C)c1C	?	-9	?	-4%	1	-18%	-10%	4%	-15%
CCOc1ccc(C(=O)Nc2cccc(NC(=O)c3ccc(Cl)cc3Cl)c2)cc1	·	·	17%	·	-10	·	-54%[inhibitor]	-25%	?
O=C(NCCC(=O)N1CCN(c2ccc(F)cc2)CC1)c1ccco1	3%	-16	2%	-19%	-25	-3%	i	18%	-2%
Cc1cccc(NNC(N)=S)c1C	?	-12	16%	5%	8	-20%	i	-9%	7%
O=C(Nc1nc(-c2ccccc2)cs1)c1ccc2c(=O)n3c(nc2c1)CCCCC3	?	87	-1%	-6%	26	2%	-42%[inhibitor]	-36%	?
COc1ccccc1C(=O)Nc1ccnn1C1CCN(C/C=C/c2ccc(F)cc2)CC1	?	22	-17%	-3%	-13	0%	-18%	?	?
CCOc1ccc2c(c1)ncn2Cc1ccccc1	?	-6	-12%	17%	10	1%	-12%	-13%	-24%
Cn1cc(S(=O)(=O)N2CCOCC2)cc1C(=O)NCCc1ccccc1	9%	-25	-1%	-6%	-7	-1%	-12%	4%	17%
Cn1c(=O)c2cc(NC(=O)NCCc3cccs3)ccc2n1C/C=C/c1ccccc1	-29%	0	3%	-6%	-2	-4%	-14%	2%	4%
CSc1nc2[nH]c(=O)n(O)c(=O)c2n1Cc1ccccc1	8%	1	-63%[inhibitor]	6%	9	-3%	i	-16%	-28%
CC(NS(=O)(=O)c1cn(C)c(=O)n(C)c1=O)c1ccccc1 (stereo not drawn)	4%	2	12%	-12%	0	-10%	i	-3%	5%
Cc1cccc(NC(=O)[C@H](C)NC(=O)[C@@H]2Cc3ccccc3CN2C(=O)OC(C)(C)C)c1	4%	-3	12%	2%	-2	0%	i	2%	?
O=C(COC(=O)/C=C/c1ccc(C(F)(F)F)cc1)NC(=O)NCc1ccco1	17%	15	8%	0%	5	0%	-16%	-14%	-1%
O=C(Nc1nc2c(s1)CCCC2)c1ccc(Br)s1	5.2µM*	-67*	-15%	2%	-26	-10%	-60%[inhibitor][57.5 µM]	-26%	0%
Cc1ccc2[nH]c3c(=O)n4c(nc3c2c1)SCC4	?	8	-7%	11%	3	2%	-4%	13%	65%[activator]
COC(=O)CC1Oc2ccc(C)cc2-n2cc(-c3ccc(C)cc3)nc21 (stereo not drawn)	4%	·	?	0%	-8	·	i	6%	-13%
CN(C)c1ccc(CNC(=O)Cn2c(-c3cccs3)cc3cc(Cl)ccc32)cc1	0%	·	18%	·	3	·	-17%	5%	-32%
CCc1cccc(NC(=O)CSc2nc3ccsc3c(=O)n2CC)c1	-6%	·	?	8%	11	·	-23%	2%	-29%
O=C(c1ccc(F)cc1)N(Cc1ccco1)C1CCS(=O)(=O)C1 (stereo not drawn)	?	-7	-16%	3%	1	1%	-6%	-4%	17%
CC1(C(=O)Nc2cccc3ccccc23)CC1(Br)Br (stereo not drawn)	-2%	13	0%	-4%	2	2%	i	-5%	-21%
COc1ccc(NC(=O)C2CCN(S(=O)(=O)c3c(C)nn(C)c3C)CC2)cc1	30%	-14	-6%	1%	-7	1%	i	-9%	13%
CCCCCOc1ccc(NC(=O)Cc2csc(C)n2)cc1	·	·	25%	·	5	·	i	8%	3%
SMILES	KB-V1 cytotox	DRD3 antagonist	TDP-43 yeast inh	GLP1R ag	D3 ag	aSyn rescue	PTHR1 ag	GLP1R cytotox	GLP-1R inv ag
COc1cc(C(C(=O)NC2CCCC2)N(C(=O)c2snc(C(N)=O)c2N)c2ccccc2)cc(OC)c1OC (stereo not drawn)	12%	-11	-16%	12%	-2	-3%	i	13%	0%
O=S(=O)(NCC1CCCO1)c1ccc(Cl)c2ccccc12 (stereo not drawn)	?	-10	?	13%	-1	6%	-14%	3%	?
CC(C)(C)C(=O)NC(=S)Nc1ccccc1F	-5%	3	11%	-1%	-4	-1%	-33%[inhibitor]	3%	-26%
O=C(COC(=O)c1ccc(O)cc1)c1ccc(S(=O)(=O)N2CCCCC2)cc1	-15%	-13	3%	-1%	-1	2%	i	-1%	-21%
O=C1N=C(N2CCN(c3ccccc3)CC2)S/C1=C\c1ccco1	-13%	-10	?	0%	-8	9%	9%	0%	13%
OCCN1CCN(CCSc2ccccc2)CC1	10%	-61*	15%	19%	-5	0%	i	2%	1%
COc1ccc(NC(=O)C(=O)NCCC2CCCCN2S(=O)(=O)c2cccs2)cc1 (stereo not drawn)	1.8µM*	5	4%	3%	-2	10%	-18%	-6%	?
CCCCn1nnnc1C1(C)CCC(=O)N1Cc1cc(OC)ccc1OC (stereo not drawn)	-1%	-6	6%	10%	1	-9%	-15%	-1%	24%
O=C(CNCc1ccco1)Nc1ccc(N2CCCCCC2)cc1	0%	-12	-14%	13%	-6	-3%	-13%	-4%	?

Shown with bars between the fields: entries from further up
mol | KB-V1 cytotox | DRD3 antagonist | TDP-43 yeast inh | GLP1R ag | D3 ag | aSyn rescue | PTHR1 ag | GLP1R cytotox | GLP-1R inv ag
COc1cc(C(C(=O)NC2CCCC2)N(C(=O)c2snc(C(N)=O)c2N)c2ccccc2)cc(OC)c1OC (stereo not drawn) | 12% | -11 | -16% | 12% | -2 | -3% | i | 13% | 0%
O=S(=O)(NCC1CCCO1)c1ccc(Cl)c2ccccc12 (stereo not drawn) | ? | -10 | ? | 13% | -1 | 6% | -14% | 3% | ?
